PERK inh – block of dimerizer-induced PERK translation repression, primary screen, PERK inhibitor project, CHO PERK-DD cells, SEAP luminescence, HTS; CHO PERK-DD fusion, SEAP luminescence translation reporter; 220,000 tested, 0.17% active; AID 1416, 2008; Eukaryotic translation initiation factor 2-alpha kinase 3 (Homo sapiens), Q9NZJ5; inhibition, % at 5.6 µM;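 active means inhibition above the mean inhibition of all tested compounds plus 3 SD, set separately per screening campaign, cut at about 2.9% in these data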;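 further: PERK kinase domain activated by AP20187 dimerizer at 100 nM; 0% = DMSO with dimerizer and 100% = rapamycin at 8.4 µM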
Target sequence (Q9NZJ5 whole entry, looked up, the tested form may be a part): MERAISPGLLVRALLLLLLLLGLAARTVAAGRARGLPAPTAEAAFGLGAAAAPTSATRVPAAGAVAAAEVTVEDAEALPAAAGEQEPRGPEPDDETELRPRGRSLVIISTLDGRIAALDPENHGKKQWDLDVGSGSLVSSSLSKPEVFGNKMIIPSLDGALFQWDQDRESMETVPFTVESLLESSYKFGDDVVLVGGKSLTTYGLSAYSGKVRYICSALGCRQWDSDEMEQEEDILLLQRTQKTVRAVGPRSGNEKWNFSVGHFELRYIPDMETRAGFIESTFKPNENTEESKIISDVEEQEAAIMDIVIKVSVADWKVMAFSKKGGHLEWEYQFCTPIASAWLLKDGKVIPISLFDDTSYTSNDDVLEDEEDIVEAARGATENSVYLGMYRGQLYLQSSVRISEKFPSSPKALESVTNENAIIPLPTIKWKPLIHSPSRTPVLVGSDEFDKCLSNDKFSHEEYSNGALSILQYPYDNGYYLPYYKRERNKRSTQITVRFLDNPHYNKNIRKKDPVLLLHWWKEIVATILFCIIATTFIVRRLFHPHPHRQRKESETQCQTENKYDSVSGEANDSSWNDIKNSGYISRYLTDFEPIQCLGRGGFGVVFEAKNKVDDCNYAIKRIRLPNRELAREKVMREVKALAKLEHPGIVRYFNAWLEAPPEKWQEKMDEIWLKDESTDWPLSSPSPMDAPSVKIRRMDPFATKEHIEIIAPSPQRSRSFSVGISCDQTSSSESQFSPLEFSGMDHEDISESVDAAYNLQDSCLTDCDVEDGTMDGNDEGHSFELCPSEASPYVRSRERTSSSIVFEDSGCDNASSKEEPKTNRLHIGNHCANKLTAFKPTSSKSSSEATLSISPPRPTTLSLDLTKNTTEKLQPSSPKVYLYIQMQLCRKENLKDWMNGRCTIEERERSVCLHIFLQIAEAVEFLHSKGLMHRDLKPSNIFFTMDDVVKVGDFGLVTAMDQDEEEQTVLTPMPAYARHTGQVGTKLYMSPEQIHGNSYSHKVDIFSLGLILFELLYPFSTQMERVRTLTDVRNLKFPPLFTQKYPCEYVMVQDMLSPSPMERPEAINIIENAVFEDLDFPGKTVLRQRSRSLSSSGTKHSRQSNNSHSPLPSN
TNF necrop inh – inhibitors of TNF-alpha triggered necroptosis, primary screen, cell-based, Jurkat FADD-/-, single concentration; activation (protection from cell death), % at 10 µM; AID 463075, 2010; Jurkat FADD-/- TNF necroptosis rescue, ATP luminescence, 24 h; 0 = TNF only, 100 = no-TNF cells; 220,000 tested, 0.068% active;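 active means activation, meaning protection from cell death, of at least 50% relative to plate controls; inactive means activation below 50%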;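 further: necroptosis triggered by 40 ng/mL TNF-alpha added together with compound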
Rad51 HR inh – human RAD51 strand exchange inhibitors, primary screen, biochemical, fluorescence; inhibition, % at 10 µM; hRad51 DNA strand exchange, fluorescence dequenching; DNA repair protein RAD51 homolog 1 (Homo sapiens), Q06609; 200,000 tested, 0.085% active; AID 1385, 2008;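 active means inhibition above 40% at the single screening dose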;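 further: 0% = DMSO control wells and 100% = blanks with heterologous ssDNA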
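Material: Human Rad51 nucleoprotein filaments preassembled on unlabelled ssDNA | Also added: Labelled 47-mer dsDNA for strand exchange | Dosing: Single dose, 10 µM final compound | Schedule: 30-min compound preincubation and 15-min exchange, both room temperature | Technique: Fluorescence dequenching at 485/520 nm | Measure: Percent inhibition relative to plate controls and blanks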
Mdm2 ligase inh – MDM2-luciferase reporter signal enhancers, primary screen, MDM2 E3 ligase inhibitor project, cell-based, luminescence, 1536-well. E3 ubiquitin-protein ligase Mdm2 (Homo sapiens), Q00987. cell-based MDM2 ubiquitination luciferase reporter, 2 h; 0 = plate control, 100 = twice control, blank-subtracted. signal enhancement, % at 5 µM. 210,000 tested, 0.11% active. AID 1230, 2008;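 active means signal enhancement of 30% or more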;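 further: luminescence tracks abundance of the self-degrading MDM2-luciferase fusion protein; higher signal means inhibition of MDM2 E3 ligase activity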
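Timing – 2 h compound exposure at 37 °C · Assay system – mammalian cells stably expressing self-ubiquitinating, self-degrading MDM2 E3–luciferase fusion · Amount – 2000 cells seeded into each well · Measure – % luminescence enhancement versus blank-corrected plate control mean · Measured by – SteadyLite luminescence, 15 min reagent step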
KCC2 mod – KCC2 cotransporter modulators, thallium flux, primary screen, cell-based, HEK293 KCC2, FluoZin-2 fluorescence, MLSMR. 190,000 tested, 2.2% active. KCC2 cells, thallium flux FluoZin-2 fluorescence. B-score of Tl+ flux slope (higher = more flux/activation; lower = inhibition) at 10 µM. AID 1456, 2008;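 active means thallium flux slope and its plate-corrected score both differing from the plate sample mean at a set confidence after two filtering rounds, in either direction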;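 further: slope of fluorescence scaled to starting intensity during 10 to 20 s after thallium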
EBV gp42 inh – Epstein-Barr virus gp42 inhibitors, primary screen, biochemical, uHTS, fluorescence polarization. inhibition, % (tested at 21.74 µM). Glycoprotein 42 (Epstein-Barr virus (strain AG876)), Q1HVG2. Fluorescence polarization binding assay, mP read-out. 220,000 tested, 0.42% active; in the data active means inhibition above about 50%
zVAD death inh – inhibitors of zVAD-triggered necroptosis, primary screen, L929 cells. viability rescue, % at 10 µM. L929 zVAD necroptosis rescue, ATP luminescence, 24 h; with zVAD 60 µM. AID 1377, 2008. 220,000 tested, 0.38% active;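 active means activation, scaled between plate controls, above about 75%, limit read from the data; inactive means activation under that limit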;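 further: 0% = zVAD with DMSO and 100% = DMSO alone without zVAD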
m-calpain inh – inhibitors of pig calpain II, primary screen, biochemical, fluorogenic peptide substrate, 1536-well; purified calpain II, 30 min; inhibition, % at 16 µM; 220,000 tested, 0.37% active;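 active means inhibition above about 50%, limit read from the data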
eIF4E-4G inh – eIF4E–eIF4G protein interaction inhibitors, primary screen, biochemical, uHTS, TR-FRET, eIF4GI fragment | TR-FRET eIF4E-eIF4GI(517-606) binding, 2 h | inhibition, % at 21.7 µM | Eukaryotic translation initiation factor 4E (Mus musculus) + Eukaryotic translation … | 220,000 tested, 0.37% active;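 active means inhibition above about 30%, limit read from the data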;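 further: 0% = full FRET control wells and 100% = background wells lacking eIF4GI fragment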
* = called active by the depositor; i = inactive; . = not tested or not shown; [ ] = dose if it differs, or a comment.

#	SMILES	Mdm2 ligase inh	Rad51 HR inh	m-calpain inh	PERK inh	KCC2 mod
1	CCN(CC)S(=O)(=O)c1ccc(C(=O)NC(=S)N(CCC#N)Cc2cccnc2)cc1	1	4	-10	1.3	-1.2
2	Nc1ccc(-c2cnc(-c3ccc(N)cc3)nc2)cc1	-49	4	1	-0.1	.
3	Cc1ccnc(N2CCC(C(=O)Nc3ccc4c(c3)OCCO4)CC2)n1	4	-1	-44	1.1	-0.2
4	O=C(COc1ccc(-n2cnnn2)cc1)NC1CCCCC1	0	2	-16	1.4	0.62
5	CCN(CCO)C(=O)CC1C(=O)NCCN1Cc1c(F)cccc1Cl (stereo unspecified)	-2	9	-13	0.8	.
6	CC(Sc1nnc(NC2CCCCC2)s1)C(=O)Nc1ccc2c(c1)C(=O)c1ccccc1C2=O (stereo unspecified)	-8	-12	-99	-0.2	0.38
7	O=c1c2c(nc3nc(COc4ccccc4)[nH]n13)CCC2	2	.	-11	0.6	.
8	Cc1cc(C)c(C)c(Cn2c(CO)nc3ccccc32)c1C	2	-6	-9	-0.1	-1.2
9	O=C(OCC(=O)N1CCC(Cc2ccccc2)CC1)c1ccccc1	2	-1	4	0.1	-1.5
10	CC1C/C(=N/O)C(C)CN1 (stereo unspecified)	-14	13	20	1.9	.
11	CN(C)c1ccc(NC(=O)CSc2nc3ccccc3c(=O)n2C2CCCCC2)cc1	-9	5	-19	-0.2	3.4
12	Cc1cccc2cc(C#N)c(NCCNS(=O)(=O)c3ccc4c(c3)OCCO4)nc12	-10	2	-147	-0.1	.

#	TNF necrop inh	zVAD death inh	EBV gp42 inh	eIF4E-4G inh
1	0.4	1.1	-18	0
2	-7.3	0.8	-21	2
3	-0.2	8.1	-15	-1
4	0.7	66	-8	2
5	-0.4	-0.3	-8	-1
6	3.4	1.9	0	4
7	-2.3	-0.1	-15	-5[fluorescence artefact?]
8	-1.1	-0.1	-15	4[fluorescence artefact?]
9	1.5	0.8	-12	1
10	0.4	-0.4	-14	3
11	2.7	1.6	-8	-7
12	0.3	0.9	-5	-14

Carrying on.
#	SMILES	Mdm2 ligase inh	Rad51 HR inh	m-calpain inh	PERK inh	KCC2 mod
13	COC(=O)CN1C(=S)N(c2ccc(OC)cc2)C(=O)/C1=C/c1ccc(OC)cc1	2	5	-36	0.2	0.18
14	Cc1cc(C)cc(N(C(=O)CCC(=O)Nc2ccccn2)C(C(=O)NC(C)C)c2ccc(O)cc2)c1 (stereo unspecified)	-16	.	19	-0.9	-0.15
15	CCN(CC)CCNCc1ccc(OCc2ccc(Cl)nc2)c(OC)c1	-10	.	5	-1.2	1.1
16	CC(C)(C)NC(=O)c1cccc2c1OC(C)(C)C2	11	12	-5	1.1	-0.37
17	CCOC(=O)Cc1csc(N/N=C/c2ccccc2)n1	-12	8	2	-0.1	0.11
18	CC(C)NC(=O)COc1ccc2c(c1)C(=O)CC(C)(C)O2	-9	7	i	0.0	-0.02
19	C/C(=N\Nc1ccc(Cl)c(C(=O)O)c1)c1ccc2c(c1)OCO2	-6	-27	-22	0.8	-1.2
20	CC(NC(=O)Nc1ccccc1F)C(C)(C)C (stereo unspecified)	-32	23	-10	-0.4	0.7
21	CCn1c(SCC(=O)N/N=C/c2c[nH]c3ccccc23)nnc1-c1ccc(C(C)(C)C)cc1	-15	2	-10	0.3	-1.5
22	C=CCn1c(SC(C)C(=O)NCc2ccc3c(c2)OCO3)nc2scc(-c3ccccc3)c2c1=O (stereo unspecified)	-9	.	-7	-0.5	-0.27
23	O=C(Nc1ccccc1)C(=O)Nc1cccnc1	-52	1	-3	2.3	0.19
24	COC(=O)C(C(C)=O)C1=C/C(=N\S(=O)(=O)c2ccc(C)cc2)c2ccccc2C1=O (stereo unspecified)	18	-21	-36	0.0	-0.41

#	TNF necrop inh	zVAD death inh	EBV gp42 inh	eIF4E-4G inh
13	-0.8	-0.9	-2	-3
14	0.6	0.2	7	-2
15	2.2	0.0	-2	-2
16	0.4	2.4	-3	5
17	2.6	5.0	-6	-6
18	-0.6	3.1	6	-1
19	0.1	28	2	1
20	0.9	1.1	-2	2
21	1.4	0.2	-9	-4
22	0.6	-0.2	-39	2[fluorescence artefact?]
23	-0.1	0.5	-15	2
24	-4.1	1.3	-2	7

Complete entries from above. Order of screens: Mdm2 ligase inh, Rad51 HR inh, m-calpain inh, PERK inh, KCC2 mod, TNF necrop inh, zVAD death inh, EBV gp42 inh, eIF4E-4G inh
Record of `CC(C)(C)NC(=O)c1cccc2c1OC(C)(C)C2` → 11, 12, -5, 1.1, -0.37, 0.4, 2.4, -3, 5
Record of `CCN(CC)CCNCc1ccc(OCc2ccc(Cl)nc2)c(OC)c1` → -10, ., 5, -1.2, 1.1, 2.2, 0.0, -2, -2

Going on with the list:
#	SMILES	Mdm2 ligase inh	Rad51 HR inh	m-calpain inh	PERK inh	KCC2 mod
25	O=C1c2cccnc2C(=O)N1C1CCCCC1	-9	.	-25	0.0	.
26	Cc1ccccc1NC(c1cccc(Cl)c1)c1nnnn1C1CCCCC1 (stereo unspecified)	-5	8	5	0.7	0.57
27	COc1ccc(-c2[nH]c(-c3ccc(C)cc3)nc2SCC(=O)NC2CCCC2)cc1	.	-7	9	-1.2	-1.1
28	CS(=O)(=O)N1CCC(C(=O)Nc2cccc([N+](=O)[O-])c2)CC1	-18	16	25	-0.8	0.061
29	CNC(=S)N1CCc2cc(OC)c(OC)cc2C1COc1ccc(OC)cc1 (stereo unspecified)	12	11	17	0.2	0.47
30	CCC(c1nnc(SCC(=O)Nc2cccnc2Cl)n1-c1ccccc1)N(C)C (stereo unspecified)	-2	-15	-9	-0.9	1.1
31	CCN(CC)C(=O)CSc1nnc(CNc2ccc(F)cc2)o1	-13	0	-15	0.4	-1.9
32	CNC(=O)CSc1nnc(-c2ccccc2)n1C	-6	22	0	-0.8	0.37
33	CCCC(=O)N/C(N)=N/c1nc(C)c2ccccc2n1	-12	6	-21	-1.4	-0.62
34	N#C/C=C(/N)c1ccc(Br)cc1	1	-13	9	0.5	0.33
35	COCc1cc(C)nc2sc(C(=O)NN)c(-n3cccc3)c12	-1	6	-4	0.6	-1.3
36	NC(=S)NNc1c(F)c(F)c(F)c(F)c1F	-5	-5	20	0.6	-1.1

#	TNF necrop inh	zVAD death inh	EBV gp42 inh	eIF4E-4G inh
25	0.8	2.8	-9	-3
26	1.2	0.1	14	-3
27	-0.8	.	7	-5
28	1.0	1.3	-2	3
29	-4.0	0.1	6	3
30	-0.2	-0.4	0	3
31	0.4	0.4	4	4[fluorescence artefact?]
32	-0.5	0.6	8	-3
33	-1.6	-0.7	-11	0
34	-1.7	0.3	-9	7
35	0.2	4.5	-14	0
36	0.5	0.5	-1	-1

(list continues)
#	SMILES	Mdm2 ligase inh	Rad51 HR inh	m-calpain inh	PERK inh	KCC2 mod
37	CCOc1ccc(CC(=O)N2N=C(C)CC2(O)C(F)(F)F)cc1 (stereo unspecified)	-8	-31	9	0.5	.
38	Cc1ccc(N/C(CSC(N)=O)=N/S(=O)(=O)c2ccccc2)cc1	-10	2	-12	1.7	.
39	CCOC(=O)c1c(C)[nH]c(C(=O)CN2CCOCC2)c1C	-2	-7	3	0.2	0.64
40	COc1ccc2oc(N)c(C=O)c(=O)c2c1	-5	-4	-23	2.1	.
41	O=C(Nc1ncn[nH]1)c1cc(S(=O)(=O)Nc2cccc(C(F)(F)F)c2)ccc1Cl	.	.	-23	0.9	-0.66
42	O=C1CC(C(=O)Nc2cc(Cl)ccc2Cl)n2ncnc2N1 (stereo unspecified)	-5	-97	-3	0.0	-0.097
43	CC1(c2ccc3c(c2)OCO3)NC(=O)N(CC(=O)Nc2ccc(N3CCOCC3)cc2)C1=O (stereo unspecified)	-2	3	2	0.0	.
44	COc1cc2c(cc1OC)CN(C(=S)Nc1ccc(Cl)cc1)CC2	-13	.	7	-0.3	0.56
45	CC(C)NC(=O)C(=O)NNC(=O)CCc1ccccc1	2	-1	-29	1.1	0.83
46	CCC(O)CNC(=O)NC(=C(Cl)Cl)c1ccc(C)c(F)c1 (stereo unspecified)	4	4	3	0.5	0.91
47	NC(=O)c1ccccc1NS(=O)(=O)c1ccccc1	-4	-1	-140	0.2	.
48	Cc1ccc(S(=O)(=O)NCC2CCC(C(=O)NCCCN3CCOCC3)CC2)cc1 (stereo unspecified)	-11	7	4	1.2	-0.19
49	Cc1cnc(NC(=O)C2CCCC2)s1	-17	-6	-34	-0.2	-0.14

#	TNF necrop inh	zVAD death inh	EBV gp42 inh	eIF4E-4G inh
37	2.4	.	-2	2
38	-2.0	0.5	-11	-9
39	-0.7	5.2	-11	2
40	-1.5	0.3	-12	0
41	0.6	0.8	3	-2
42	-0.5	7.1	-2	-2
43	-0.4	0.6	-26	1
44	1.5	0.9	-6	2
45	0.1	3.3	-13	-3
46	-16	-2.0	-10	-2[fluorescence artefact?]
47	0.9	1.0	-23	-6[fluorescence artefact?]
48	-0.7	0.6	-9	3
49	3.1	1.9	-11	2[fluorescence artefact?]

Three entries already listed, ordered by the value under PERK inh, largest number first:
entry | Molecule | PERK inh
45 | CC(C)NC(=O)C(=O)NNC(=O)CCc1ccccc1 | 1.1
46 | CCC(O)CNC(=O)NC(=C(Cl)Cl)c1ccc(C)c(F)c1 (stereo unspecified) | 0.5
49 | Cc1cnc(NC(=O)C2CCCC2)s1 | -0.2
